Assay outcomes as filed in PubChem.
BH1578 lux ind: inducers of Vibrio cholerae quorum light production without autoinducers, primary screen, BH1578 luxS cqsA deficient, single point; V. cholerae BH1578 lux reporter, luminescence, 6 h; activation, % at 18.7 µM; hit rate 0.16% among 350,000; in the data active = activation mostly above about 9.7%, no sharp cut-off; note: not every result past the cut was called active; inactives centre near 0; reference of the scale not given here
SARS 3CLpro inh: SARS-CoV 3CLpro protease inhibitors, primary screen, biochemical, quenched FRET; recombinant SARS-CoV 3CLpro, quenched FRET peptide cleavage; AID 1706, 2009; hit rate 0.14% among 290,000; inhibition, % at 6 µM; Replicase polyprotein 1ab (Severe acute respiratory syndrome coronavirus), P0C6X7; in the data active = inhibition above about 12%
Yp Topo-I inh: Yersinia pestis topoisomerase I inhibitors, primary screen, biochemical, cleavage product accumulation, plate reader, single point; Y. pestis Topo-I cleavage product accumulation; hit rate 0.064% among 360,000; activity, % at 10 µM; in the data active = activity above about 50%, passing the limit was not always enough; note: inactives centre near 2
VHR inh abs: VHR1 phosphatase inhibitors, primary screen, biochemical, absorbance, uHTS; Dual specificity protein phosphatase 3 (Homo sapiens), P51452; recombinant VHR phosphatase, pNPP absorbance; inhibition, % at 13.3 µM; hit rate 0.52% among 290,000; in the data active = inhibition above about 50%; note: some compounds called inactive have numbers as strong as hits
Target sequence (P51452 whole entry, looked up): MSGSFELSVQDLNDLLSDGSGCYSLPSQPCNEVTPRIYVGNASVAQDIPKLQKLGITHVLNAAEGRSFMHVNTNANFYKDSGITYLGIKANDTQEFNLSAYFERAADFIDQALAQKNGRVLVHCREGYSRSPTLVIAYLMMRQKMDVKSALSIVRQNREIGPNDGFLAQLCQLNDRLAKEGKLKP
Rv3671c inh: Rv3671c serine protease inhibitors, primary screen, biochemical, fluorescence polarization, M. tuberculosis H37Rv; inhibition, % at 5.96 µM; AID 2606, 2010; hit rate 0.048% among 320,000; P9WHR9; in the data active = inhibition above about 38%;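 note: extracellular domain of Rv3671c used as enzyme; 0% = enzyme with DMSO and 100% = no enzyme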
SSB-PriA inh: inhibitors of Klebsiella pneumoniae PriA binding to SSB C-terminal tail, primary screen, biochemical, AlphaScreen | PriA–SSB C-terminal tail interaction (Klebsiella pneumoniae) | AlphaScreen SSBct-PriA binding, biotinylated peptide | inhibition, % at 33 µM | hit rate 0.6% among 430,000; in the data active = inhibition mostly above about 37%, no sharp cut-off; inactive = mostly below about 20%;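 note: plate controls were negative control peptide for no effect and reference peptide for full effect; strong numbers were not always called active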
Anthrax LF prot: Bacillus anthracis LF protease inhibitors, primary screen, biochemical, multiplex microsphere, MLPCN library | multiplex microsphere protease cleavage assay | Lethal factor (Bacillus anthracis), P15917 | inhibition, % at 10 µM | hit rate 0.12% among 360,000; in the data active = inhibition above about 30%; note: plate controls were buffer without enzyme for full effect and enzyme alone for no effect
Target sequence (P15917 whole entry, looked up): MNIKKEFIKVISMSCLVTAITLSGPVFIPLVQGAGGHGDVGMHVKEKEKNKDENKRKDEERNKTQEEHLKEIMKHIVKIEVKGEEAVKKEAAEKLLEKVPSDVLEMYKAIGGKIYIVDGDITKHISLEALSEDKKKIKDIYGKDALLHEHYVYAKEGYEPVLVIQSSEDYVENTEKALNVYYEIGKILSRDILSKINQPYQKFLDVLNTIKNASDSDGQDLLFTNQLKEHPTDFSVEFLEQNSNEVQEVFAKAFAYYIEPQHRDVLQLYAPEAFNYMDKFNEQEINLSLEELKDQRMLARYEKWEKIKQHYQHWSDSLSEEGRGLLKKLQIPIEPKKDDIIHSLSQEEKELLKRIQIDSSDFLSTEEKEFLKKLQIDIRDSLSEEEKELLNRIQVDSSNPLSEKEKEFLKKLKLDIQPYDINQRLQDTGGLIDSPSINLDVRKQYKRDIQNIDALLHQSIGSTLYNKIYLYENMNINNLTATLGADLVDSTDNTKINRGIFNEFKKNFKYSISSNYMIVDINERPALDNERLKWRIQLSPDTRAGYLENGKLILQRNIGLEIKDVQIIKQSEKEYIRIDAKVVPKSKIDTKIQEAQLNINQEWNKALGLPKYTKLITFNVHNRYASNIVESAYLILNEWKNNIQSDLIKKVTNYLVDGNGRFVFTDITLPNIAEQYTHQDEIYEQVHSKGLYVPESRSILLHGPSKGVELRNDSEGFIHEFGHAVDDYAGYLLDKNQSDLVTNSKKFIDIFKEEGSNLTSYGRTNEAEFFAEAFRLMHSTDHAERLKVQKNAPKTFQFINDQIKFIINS
TcdB GH inh: TcdB glycohydrolase inhibitors, primary screen, biochemical, single point, plate reader. Toxin B (Clostridioides difficile), P18177. TcdB glycohydrolase enzymatic assay. inhibition, % at 9.99 µM. hit rate 0.24% among 350,000. AID 652162, 2013; in the data active = inhibition above about 10%
MazF activator: activators of E. coli MazEF toxin-antitoxin RNase, primary screen, biochemical, fluorescence, uHTS. Endoribonuclease toxin MazF (Escherichia coli (strain K12)), P0AE70. FAM/BHQ RNA-DNA oligo cleavage fluorescence, 5 h. activation, % at 20 µM. hit rate 0.32% among 350,000; in the data active = activation above about 50%
Target sequence (P0AE70 whole entry, looked up): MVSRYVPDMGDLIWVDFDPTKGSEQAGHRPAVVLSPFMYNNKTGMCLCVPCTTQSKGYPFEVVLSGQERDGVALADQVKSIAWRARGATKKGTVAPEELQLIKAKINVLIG
PfHsp40 yeast: rescue of yeast from PfHsp40 toxicity, primary screen, S. cerevisiae, ATP luminescence; S. cerevisiae expressing PfHsp40, growth rescue; growth rescue, % at 12.5 µM; hit rate 0.68% among 340,000; in the data active = growth rescue above about 28%, passing the limit was not always enough;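 note: yeast W303a lacking pdr1 and pdr3 grown in galactose medium; growth measured after three days at 30 °C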
* marks the source's active call; other numbers are inactive results; & = joins results of further samples. This is a subset; count on the stated rates, not on these rows.

What do the screens show for `CCCCNCCOCCOc1ccc(Cl)cc1Br`?
BH1578 lux ind: -0.5; SARS 3CLpro inh: 1; Yp Topo-I inh: -4; VHR inh abs: -13; Rv3671c inh: 1; SSB-PriA inh: 15; Anthrax LF prot: 1; TcdB GH inh: 0.8; MazF activator: 11; PfHsp40 yeast: 1.1

Results for COc1ccccc1NC(=S)NC1CCCCCC1 ?
BH1578 lux ind: inactive; SARS 3CLpro inh: 2; Yp Topo-I inh: 5; VHR inh abs: 27; Rv3671c inh: -1; SSB-PriA inh: 1; Anthrax LF prot: -4; TcdB GH inh: 0.4; MazF activator: 3; PfHsp40 yeast: -0.8

What do the screens show for `CCOC(=O)c1c(NC(=O)CSc2nncn2C)sc(C)c1C`?
BH1578 lux ind: -0.2; SARS 3CLpro inh: 3; Yp Topo-I inh: 2; VHR inh abs: 8; Rv3671c inh: -3; SSB-PriA inh: -3; Anthrax LF prot: -4; MazF activator: 10; PfHsp40 yeast: 1.0

How did Cc1ccc(NCCN(C)C)c2c(=O)c3cc(O)ccc3sc12 do in these assays?
BH1578 lux ind: inactive; Yp Topo-I inh: -46; SSB-PriA inh: 62*; Anthrax LF prot: -1; TcdB GH inh: 21*; MazF activator: -24; PfHsp40 yeast: 0.1

What do the screens show for `CCc1ccc(NC(=O)c2cc(-c3ccc4c(c3)OCO4)on2)cc1`?
BH1578 lux ind: inactive; SARS 3CLpro inh: 2; Yp Topo-I inh: 8; VHR inh abs: 19; Rv3671c inh: -2; SSB-PriA inh: -2; Anthrax LF prot: -4; TcdB GH inh: 1.1; MazF activator: 18; PfHsp40 yeast: -0.2

How did C=CCn1c(SCC(=O)Nc2ccc(OC)cc2)nc2ccccc2c1=O do in these assays?
BH1578 lux ind: -0.4; SARS 3CLpro inh: -4; Yp Topo-I inh: -2; VHR inh abs: 8; Rv3671c inh: -7; SSB-PriA inh: -5; Anthrax LF prot: 6; TcdB GH inh: 1.2; MazF activator: 3; PfHsp40 yeast: -1.2

How did Cc1cc(O)c(C=Nc2ccc(N3CCOCC3)cc2)c(C)c1Cl do in these assays?
BH1578 lux ind: -1.0; SARS 3CLpro inh: 0; Yp Topo-I inh: -10; VHR inh abs: 83; Rv3671c inh: -1; SSB-PriA inh: -5; Anthrax LF prot: -1; TcdB GH inh: -0.3; MazF activator: 261*; PfHsp40 yeast: -1.3

How did O=c1c(O[C@@H]2O[C@H](CO)[C@@H](O)[C@H](O)[C@H]2O)c(-c2ccc(O)cc2)oc2cc(O)cc(O)c12 do in these assays?
BH1578 lux ind: -3.7; Yp Topo-I inh: -5; Rv3671c inh: 3; SSB-PriA inh: 0; Anthrax LF prot: -3; MazF activator: 0; PfHsp40 yeast: -2.4

How did Cc1ccnc(NC(=O)c2ccc3c(c2)OCO3)c1 do in these assays?
BH1578 lux ind: -0.3; SARS 3CLpro inh: 2; Yp Topo-I inh: 0; VHR inh abs: 11; Rv3671c inh: 12; SSB-PriA inh: 14; Anthrax LF prot: -2; TcdB GH inh: 2.2; MazF activator: -2; PfHsp40 yeast: -4.2

How did COc1ccc(CCNc2c(C)c(C)nc3ncnn23)cc1 do in these assays?
BH1578 lux ind: -12; SARS 3CLpro inh: -1; Yp Topo-I inh: -9; VHR inh abs: 54*; Rv3671c inh: 8; SSB-PriA inh: -15; Anthrax LF prot: -1; TcdB GH inh: 3.2; MazF activator: 5; PfHsp40 yeast: -0.2

Results for COc1ccc(S(=O)(=O)N2CCC(C(=O)N[C@@H](C)C(=O)NCc3cccc(OC)c3)CC2)cc1 ?
BH1578 lux ind: -0.3; SARS 3CLpro inh: -5; Yp Topo-I inh: 16; VHR inh abs: -6; Rv3671c inh: 0; SSB-PriA inh: -4; Anthrax LF prot: -2; TcdB GH inh: -1.8; MazF activator: 9; PfHsp40 yeast: 2.1

What do the screens show for `O=C1c2ccccc2C(=O)N1c1nccs1`?
BH1578 lux ind: 0.8; Yp Topo-I inh: 7; SSB-PriA inh: 4; Anthrax LF prot: -2; TcdB GH inh: 0.8; MazF activator: 2; PfHsp40 yeast: 0.5

How did Nc1cc(=O)nc(SCC(=O)N2CCN(c3ccccc3)CC2)n1-c1ccccc1 do in these assays?
BH1578 lux ind: -4.3; SARS 3CLpro inh: 0; Yp Topo-I inh: 1; VHR inh abs: 5; Rv3671c inh: 7; SSB-PriA inh: -5; Anthrax LF prot: 0; TcdB GH inh: 2.3; MazF activator: 2; PfHsp40 yeast: -0.5

How did CC(C)CCN1CC(O)=C(c2nc(-c3ccc(Cl)cc3)cs2)C1=N do in these assays?
BH1578 lux ind: -0.7; SARS 3CLpro inh: 9; Yp Topo-I inh: 3; VHR inh abs: 2; Rv3671c inh: 3; SSB-PriA inh: -18; Anthrax LF prot: -7; MazF activator: -4; PfHsp40 yeast: 0.7

Results for COc1cc(CN2CCN(Cc3ccc([N+](=O)[O-])cc3)CC2)c([N+](=O)[O-])cc1OC ?
BH1578 lux ind: -0.3; SARS 3CLpro inh: 6; Yp Topo-I inh: 14; VHR inh abs: 17; Rv3671c inh: 2; SSB-PriA inh: -3; Anthrax LF prot: -1; TcdB GH inh: -0.6; MazF activator: -1; PfHsp40 yeast: 1.3

How did COC(=O)c1cccc(N(C(=O)CNC(=O)c2cccs2)C(C(=O)NCC2CCCO2)c2ccc(OC)c(OC)c2)c1 (stereo unspecified) do in these assays?
BH1578 lux ind: -0.2; SARS 3CLpro inh: -4; Yp Topo-I inh: 2; VHR inh abs: 29; Rv3671c inh: -14; SSB-PriA inh: -1; Anthrax LF prot: 3; TcdB GH inh: -0.4; MazF activator: 9; PfHsp40 yeast: -1.1

Results for Cc1ccc(S(=O)(=O)N2CCOCC2)cc1C(=O)N1CCCC1 ?
BH1578 lux ind: -0.3; SARS 3CLpro inh: 1; Yp Topo-I inh: -8; VHR inh abs: 3; Rv3671c inh: 1; SSB-PriA inh: -11; Anthrax LF prot: -4; TcdB GH inh: 1.1; MazF activator: -15; PfHsp40 yeast: -1.6

Results for CN1/C(=C\C=[N+](C)c2ccccc2)C(C)(C)c2ccccc21 ?
BH1578 lux ind: inactive; SARS 3CLpro inh: 3; Yp Topo-I inh: 2; VHR inh abs: 6; Rv3671c inh: -11; Anthrax LF prot: -10; MazF activator: -2; PfHsp40 yeast: -1.0

What do the screens show for `O=C(N/N=C/c1ccccn1)c1ccncc1`?
BH1578 lux ind: -0.8; SARS 3CLpro inh: -3; Yp Topo-I inh: -7; VHR inh abs: 19; Rv3671c inh: -6; Anthrax LF prot: 0; TcdB GH inh: -1.5; MazF activator: 0; PfHsp40 yeast: 0.0

What do the screens show for `CCN(C(=O)CSc1nccc(=O)[nH]1)C1CCCCC1`?
BH1578 lux ind: -0.2; Yp Topo-I inh: -10; Rv3671c inh: 0; SSB-PriA inh: -7; Anthrax LF prot: -8; TcdB GH inh: 1.1; MazF activator: 3; PfHsp40 yeast: 0.1

What do the screens show for `CCN(CC)C(=O)CCS(=O)(=O)c1cccc2nonc12`?
BH1578 lux ind: inactive; SARS 3CLpro inh: 3; Yp Topo-I inh: -5; VHR inh abs: 5; Rv3671c inh: -7; SSB-PriA inh: 3; Anthrax LF prot: 2; TcdB GH inh: 0.0; MazF activator: 13; PfHsp40 yeast: -1.4

How did O=C(CN(Cc1ccc(F)cc1)C(=O)CCC(=O)Nc1nccs1)NCc1ccccc1 do in these assays?
BH1578 lux ind: -0.3; SARS 3CLpro inh: -5; Yp Topo-I inh: 17; VHR inh abs: 18; Rv3671c inh: -5; SSB-PriA inh: 4; Anthrax LF prot: 0; TcdB GH inh: -0.7; MazF activator: -1; PfHsp40 yeast: -1.0

Results for O=C(O)c1cc([N+](=O)[O-])ccc1C(=O)Nc1ccccc1 ?
BH1578 lux ind: inactive; SARS 3CLpro inh: -6; Yp Topo-I inh: -3; VHR inh abs: 15; Rv3671c inh: -2; SSB-PriA inh: 5; Anthrax LF prot: 4; MazF activator: -13; PfHsp40 yeast: 2.4

Results for CN1CCCC(OC(=O)c2cc(F)c(F)c(F)c2F)C1 (stereo unspecified) ?
BH1578 lux ind: -0.6; SARS 3CLpro inh: 2; Yp Topo-I inh: 7; Rv3671c inh: 3; SSB-PriA inh: 1; Anthrax LF prot: -16; TcdB GH inh: 0.6; MazF activator: 3; PfHsp40 yeast: 0.7

Results for Cc1ccccc1OCc1nc2ccccc2n1C ?
BH1578 lux ind: inactive; SARS 3CLpro inh: 1; Yp Topo-I inh: 2; VHR inh abs: 6; Rv3671c inh: -5; SSB-PriA inh: -14&-20; Anthrax LF prot: 1; TcdB GH inh: 0.6; MazF activator: 4; PfHsp40 yeast: 0.8

What do the screens show for `CCCc1cc(C(=O)Nc2ccc(C(C)=O)cc2)no1`?
BH1578 lux ind: 0.3; SARS 3CLpro inh: -1; Yp Topo-I inh: 1; VHR inh abs: 7; Rv3671c inh: -10; SSB-PriA inh: -9; Anthrax LF prot: 5; TcdB GH inh: 3.9; MazF activator: 1; PfHsp40 yeast: 1.9

Results for Cc1ccc(NS(=O)(=O)c2ccc(Cl)c(N=Nc3c(O)[nH]c(=O)[nH]c3=O)c2)cc1Cl ?
BH1578 lux ind: -1.9; Yp Topo-I inh: -3; Rv3671c inh: 14; SSB-PriA inh: -12; Anthrax LF prot: 5; TcdB GH inh: 0.2; MazF activator: -2; PfHsp40 yeast: -0.8

How did O=S(=O)(c1ccccc1)c1nc(-c2ccco2)oc1NCCCn1ccnc1 do in these assays?
BH1578 lux ind: -6.2; SARS 3CLpro inh: 4; Yp Topo-I inh: -12; VHR inh abs: -5; Rv3671c inh: -1; SSB-PriA inh: -5; Anthrax LF prot: 0; MazF activator: 1; PfHsp40 yeast: -1.6

What do the screens show for `COc1ccccc1C1CCN(C(=O)c2cnn(-c3ccccc3)c2C)CC1`?
BH1578 lux ind: -0.8; SARS 3CLpro inh: -1; Yp Topo-I inh: 22; VHR inh abs: 10; Rv3671c inh: -3; SSB-PriA inh: -4; Anthrax LF prot: -12; TcdB GH inh: 1.6; MazF activator: 0; PfHsp40 yeast: 1.1

Results for CSc1ncccc1C(=O)NC1CCCc2c1cnn2-c1ccc(C)c(C)c1 (stereo unspecified) ?
BH1578 lux ind: inactive; SARS 3CLpro inh: 2; Yp Topo-I inh: 28; VHR inh abs: 21; Rv3671c inh: -4; SSB-PriA inh: -1; Anthrax LF prot: -3; TcdB GH inh: -1.6; MazF activator: -5; PfHsp40 yeast: -1.2

Results for CSc1oc(-c2ccccc2)nc1C(N)=O ?
BH1578 lux ind: 1.4; SARS 3CLpro inh: 5; Yp Topo-I inh: 3; Rv3671c inh: -3; SSB-PriA inh: -11; Anthrax LF prot: 2; MazF activator: 3; PfHsp40 yeast: 1.6

Entries listed so far that have a thiophene ring, fused or not (2):
What do the screens show for `CCOC(=O)c1c(NC(=O)CSc2nncn2C)sc(C)c1C`?
BH1578 lux ind: -0.2; SARS 3CLpro inh: 3; Yp Topo-I inh: 2; VHR inh abs: 8; Rv3671c inh: -3; SSB-PriA inh: -3; Anthrax LF prot: -4; MazF activator: 10; PfHsp40 yeast: 1.0

How did COC(=O)c1cccc(N(C(=O)CNC(=O)c2cccs2)C(C(=O)NCC2CCCO2)c2ccc(OC)c(OC)c2)c1 (stereo unspecified) do in these assays?
BH1578 lux ind: -0.2; SARS 3CLpro inh: -4; Yp Topo-I inh: 2; VHR inh abs: 29; Rv3671c inh: -14; SSB-PriA inh: -1; Anthrax LF prot: 3; TcdB GH inh: -0.4; MazF activator: 9; PfHsp40 yeast: -1.1
